PERK inh: block of dimerizer-induced PERK translation repression, primary screen, PERK inhibitor project, CHO PERK-DD cells, SEAP luminescence, HTS. actives 0.17% (n = 220,000). AID 1416, 2008. inhibition, % at 5.6 µM. Eukaryotic translation initiation factor 2-alpha kinase 3 (Homo sapiens), Q9NZJ5. CHO PERK-DD fusion, SEAP luminescence translation reporter;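 active means inhibition above the mean inhibition of all tested compounds plus 3 SD, set separately per screening campaign, cut at about 2.9% in these data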;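 further: PERK kinase domain activated by AP20187 dimerizer at 100 nM; 0% = DMSO with dimerizer and 100% = rapamycin at 8.4 µM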
S1P4 antagonist: S1P4 receptor antagonists, primary screen, cell-based; actives 0.26% (n = 220,000); inhibition, % at 4.98 µM; S1P4-expressing cells, antagonist mode, reporter read-out; Sphingosine 1-phosphate receptor 4 (Homo sapiens), O95977; in the data active means inhibition above about 29%;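 further: 0% = wells stimulated with agonist and 100% = vehicle wells without agonist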
S1P4 agonist: S1P4 receptor agonists, primary screen, cell-based. Sphingosine 1-phosphate receptor 4 (Homo sapiens), O95977. S1P4-expressing cell line, agonist reporter assay. activation, % at 4.98 µM. actives 0.35% (n = 220,000). AID 1509, 2009; in the data active means activation above about 11%;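 further: 0% = DMSO vehicle and 100% = reference agonist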
eIF4E-4G inh: eIF4E–eIF4G protein interaction inhibitors, primary screen, biochemical, uHTS, TR-FRET, eIF4GI fragment; Eukaryotic translation initiation factor 4E (Mus musculus) + Eukaryotic translation …; TR-FRET eIF4E-eIF4GI(517-606) binding, 2 h; inhibition, % at 21.7 µM; actives 0.37% (n = 220,000); AID 782, 2007;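 active means inhibition above about 30%, limit read from the data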;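 further: 0% = full FRET control wells and 100% = background wells lacking eIF4GI fragment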
Mdm2 ligase inh: MDM2-luciferase reporter signal enhancers, primary screen, MDM2 E3 ligase inhibitor project, cell-based, luminescence, 1536-well. E3 ubiquitin-protein ligase Mdm2 (Homo sapiens), Q00987. cell-based MDM2 ubiquitination luciferase reporter, 2 h; 0 = plate control, 100 = twice control, blank-subtracted. signal enhancement, % at 5 µM. actives 0.11% (n = 210,000);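 active means signal enhancement of 30% or more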;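 further: luminescence tracks abundance of the self-degrading MDM2-luciferase fusion protein; higher signal means inhibition of MDM2 E3 ligase activity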
Target sequence (Q00987 whole entry, looked up, the tested form may be a part): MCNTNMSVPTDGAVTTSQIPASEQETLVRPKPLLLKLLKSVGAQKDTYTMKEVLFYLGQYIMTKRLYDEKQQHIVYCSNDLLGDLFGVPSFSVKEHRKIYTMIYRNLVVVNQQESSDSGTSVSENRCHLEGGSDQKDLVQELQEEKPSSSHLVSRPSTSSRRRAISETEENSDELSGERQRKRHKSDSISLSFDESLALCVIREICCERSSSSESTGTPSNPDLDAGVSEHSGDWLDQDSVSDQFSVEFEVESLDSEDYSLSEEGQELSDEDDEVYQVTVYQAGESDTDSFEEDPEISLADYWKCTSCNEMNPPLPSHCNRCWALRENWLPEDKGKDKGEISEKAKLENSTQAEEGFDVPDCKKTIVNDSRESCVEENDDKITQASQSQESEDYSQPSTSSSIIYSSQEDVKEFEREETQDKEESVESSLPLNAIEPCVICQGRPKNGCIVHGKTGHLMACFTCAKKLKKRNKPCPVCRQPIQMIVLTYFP
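Assay system: stable mammalian line carrying autodegrading MDM2–luciferase fusion reporter; amount: 2000 cells seeded into each well; buffer or medium: DMEM; benchmarks: plate control and blank wells; signal: luciferase luminescence; timing: 2 h compound exposure at 37 °C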
Wee1 stabilizer: Wee1 degradation inhibitors, primary screen, cell-based, HeLa, Wee1K328M-luciferase, luminescence; Wee1-like protein kinase (Homo sapiens), P30291; actives 1.2% (n = 220,000); reporter increase, % at 5 µM; HeLa Luc-Wee1K328M stability; 100% = proteasome inhibitor MG132 effect;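 active means activation above the mean of all tested compounds plus 3 SD, set per screening run, cut at about 8.8% in these data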;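 further: cells exposed to compound for 20 h before luminescence read; 0% = DMSO alone and 100% = MG132 at 30 µM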
Target sequence (P30291 whole entry K328M): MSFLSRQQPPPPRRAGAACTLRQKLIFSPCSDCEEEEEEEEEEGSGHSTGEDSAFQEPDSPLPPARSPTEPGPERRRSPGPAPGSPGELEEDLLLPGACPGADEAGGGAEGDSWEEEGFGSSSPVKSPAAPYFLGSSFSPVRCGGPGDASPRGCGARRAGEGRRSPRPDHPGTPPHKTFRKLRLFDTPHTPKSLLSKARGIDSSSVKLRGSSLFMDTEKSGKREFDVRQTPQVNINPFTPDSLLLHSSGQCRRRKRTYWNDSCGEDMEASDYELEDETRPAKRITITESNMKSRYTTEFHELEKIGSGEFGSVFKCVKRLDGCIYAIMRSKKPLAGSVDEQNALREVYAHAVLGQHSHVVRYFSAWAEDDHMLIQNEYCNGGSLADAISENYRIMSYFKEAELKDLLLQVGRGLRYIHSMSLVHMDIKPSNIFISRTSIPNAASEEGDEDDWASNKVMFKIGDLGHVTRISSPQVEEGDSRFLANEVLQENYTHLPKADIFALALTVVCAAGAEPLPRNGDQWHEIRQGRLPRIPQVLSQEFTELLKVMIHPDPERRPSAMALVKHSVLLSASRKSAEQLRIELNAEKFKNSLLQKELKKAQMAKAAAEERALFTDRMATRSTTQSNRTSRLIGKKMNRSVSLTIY
Ba/F3 V617F tox: reduced viability of JAK2V617F-dependent Ba/F3 cells, primary screen, JAK2V617F inhibitor project, cell-based, Ba/F3 EpoR-JAK2V617F, luminescence. ATP luminescence. inhibition, % at 5.6 µM. actives 1.1% (n = 220,000). AID 1446, 2008;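 active means inhibition above the campaign mean plus 3 SD over all tested compounds, cut at about 24% in these data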;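 further: cytokine-independent growth of Ba/F3 cells driven by EpoR plus mutant JAK2; 0% = DMSO-treated cells and 100% = JAK inhibitor I control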
BaF3 parental: parental Ba/F3 cell viability inhibition, counter-screen for JAK2V617F inhibitor project, murine pro-B, CellTiter-Glo luminescence | CellTiter-Glo ATP luminescence | inhibition, % at 5.6 µM | actives 1.1% (n = 220,000) | AID 1486, 2009;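 active means inhibition above a per-campaign cutoff, the mean inhibition of all tested compounds plus 3 SD, cut at about 27% in these data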;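 further: 0% = DMSO wells and 100% = JAK Inhibitor I control wells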
NPY-Y2 PAM-ag: NPY-Y2 potentiators or agonists, primary screen, cell-based. Neuropeptide Y receptor type 2 (Homo sapiens), P49146. cells expressing NPY-Y2, potentiator/agonist read-out. actives 0.45% (n = 220,000). activation, % at 3.6 µM; in the data active means activation above about 27%;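 further: cells stimulated with NPY near EC25 plus isoproterenol at EC100; 0% = vehicle plus submaximal agonist and 100% = vehicle plus saturating agonist; some results beyond the cut were filed as inactive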
Numbers without * were called inactive; . = no result given; [ ] = remark or other dose.

SMILES	PERK inh	S1P4 antagonist	S1P4 agonist	eIF4E-4G inh	Mdm2 ligase inh	Wee1 stabilizer	Ba/F3 V617F tox	BaF3 parental	NPY-Y2 PAM-ag
COc1ccc(C(=O)NCCn2cc(SCC(N)=O)c3ccccc32)cc1	-0.2	7.5	0.4	-12.2	3.7	-2.9	0.2	1.7	-1.3
CCOC(=O)c1cccc(N/C=C/C(=O)c2ccc(OC)c(OC)c2)c1	-1.1	1.1	0.9	3.3	13.1	2.7	4.6	8.2	-19.0
C#CC(C)(CC)NC(=O)c1cc(OC)c(OC)c(OC)c1 (centres undefined)	0.9	2.7	2.9	-0.7	-5.4	-1.9	0.8	2.3	-3.2
O=C(NCCNC(=O)c1ccc(Br)o1)c1ccc(Br)o1	0.5	-8.1	0.0	-3.8	-12.7	-1.3	2.0	6.3	4.6
CCc1ccccc1NC(=S)N1CCC(C(=O)c2ccc(F)cc2)CC1	0.5	-5.4	-4.6	3.4	-7.6	0.8	3.1	7.1	-15.7
O=c1cc(CSc2nnnn2-c2ccccc2)nc(Nc2ccc(F)cc2)[nH]1	-0.2	-0.6	-1.9	-54.9	-17.3	0.7	-2.2	2.9	5.5
CCCCCC1CCC(c2ccc(C(N)=O)cc2)CC1 (centres undefined)	0.4	-0.1	1.7	8.3	-6.1	-3.0	0.3	0.0	-4.3
CCCc1cc(C(=O)NC2CCCCC2)no1	0.4	-11.0	0.5	-5.5	-7.7	-1.1	2.4	5.1	2.8
O=C(CSCc1ccc(Br)cc1)N1CCOCC1	1.1	0.4	0.8	-7.0	-13.2	0.6	0.1	2.9	-9.1
CC(=O)Nc1sc2c(c1C(c1cccc(F)c1)N1CCN(CCO)CC1)CCCC2 (centres undefined)	0.4	-6.9	2.0	3.0	-16.6	-0.3	0.8	3.5	8.3
COc1ccc(NC(=O)c2ccc(C)cc2Cl)c([N+](=O)[O-])c1	0.4	1.5	-0.2	-2.6	-0.3	-0.2	-3.4	0.1	12.2
CC1CCC(C(C)C)C(OC(=O)Cn2c(-c3ccc(Cl)cc3)[n+](C)c3ccccc32)C1 (centres undefined)	0.0	19.0	-0.1	-0.3	-24.9	-2.1	98.7*	95.2*	-60.3
COc1cc(C2Nc3ccc4ncccc4c3C3=C2C(=O)CCC3)ccc1O (centres undefined)	0.1	-21.6	1.4	-3.6[fluorescence artefact?]	1.6	2.0	1.1	11.3	7.6
CC1=NN(/C(=N\c2nnc(C)s2)Nc2ccccc2)[C@H](c2ccc(C)cc2)S1	0.3	-13.3	1.2	3.2[fluorescence artefact?]	-2.5	-0.8	3.7	6.2	3.8
Cn1c2ccccc2c(=O)c2c(=O)n(Cc3ccco3)c(COc3ccccc3)nc21	-0.9	-31.8	-1.1	2.3	-7.8	4.2	2.9	7.0	-17.6
CCn1c(SCC(=O)c2ccccc2)nnc1-c1cc2cc(Br)ccc2o1	0.5	-2.1	0.9	-0.9	-13.8	-0.8	-3.6	-1.9	7.7
COc1ccc(-c2nnc(SCCC(=O)O)n2-c2ccccc2)cc1	0.5	-7.4	-0.4	.	5.2	-0.3	0.1	0.4	5.7
CC(C)C(=O)Nc1ccc(N2CCCC2)c(Cl)c1	1.4	-12.4	0.3	3.3	-3.8	-1.9	0.2	6.5	-7.6
Cc1ccc(NC(=O)c2scc3c2CCCC3)cc1	0.2	-10.4	0.5	-4.0[fluorescence artefact?]	-56.7	11.7*	3.3	6.3	8.2
Cc1cccn2c(=O)c3cc(C(=O)NC4CCCCC4)c(=N)n(CCN4CCOCC4)c3nc12	-0.1	8.2	-0.3	0.1	-13.7	4.3	4.0	0.2	-0.2
CN(Cc1ccc(F)cc1)Cc1nc(-c2cnccn2)no1	2.2	-5.5	1.2	5.1	-22.1	-1.0	-3.1	0.3	-9.0
CCCCC(=O)Nc1nn(CC(C)C)c2nc3ccccc3cc12	-1.1	-3.3	0.1	1.4	-22.8	-2.8	3.3	1.7	-2.8
CC(C)c1cc(C(=O)Nc2sc3c(c2C#N)CCC3)no1	-0.3	4.0	-1.6	.	-10.0	-2.8	-4.7	5.0	2.0
Cc1ccc(C)c(S(=O)(=O)NCc2ccncc2)c1	0.8	-9.7	-1.5	-6.5	-15.5	-3.2	0.4	3.9	6.8
COc1ccc(S(=O)(=O)N2CCCC(C(=O)NCc3ccccn3)C2)cc1Cl (centres undefined)	-0.8	1.6	-0.2	5.2	4.7	2.2	6.0	9.6	-26.9

Record cards, from the list above.
Results for CCCCC(=O)Nc1nn(CC(C)C)c2nc3ccccc3cc12 = PERK inh = -1.1; S1P4 antagonist = -3.3; S1P4 agonist = 0.1; eIF4E-4G inh = 1.4; Mdm2 ligase inh = -22.8; Wee1 stabilizer = -2.8; Ba/F3 V617F tox = 3.3; BaF3 parental = 1.7; NPY-Y2 PAM-ag = -2.8
Results for C#CC(C)(CC)NC(=O)c1cc(OC)c(OC)c(OC)c1 (centres undefined) = PERK inh = 0.9; S1P4 antagonist = 2.7; S1P4 agonist = 2.9; eIF4E-4G inh = -0.7; Mdm2 ligase inh = -5.4; Wee1 stabilizer = -1.9; Ba/F3 V617F tox = 0.8; BaF3 parental = 2.3; NPY-Y2 PAM-ag = -3.2

Additional results follow.
SMILES	PERK inh	S1P4 antagonist	S1P4 agonist	eIF4E-4G inh	Mdm2 ligase inh	Wee1 stabilizer	Ba/F3 V617F tox	BaF3 parental	NPY-Y2 PAM-ag
Cc1ccc(-c2[nH]ncc2CNCCc2cnn(-c3ccccc3)c2)cc1C	-1.8	4.1	0.1	-2.4	-8.5	0.7	3.5	0.9	-47.8
CC1(C)CC(=O)C(CCCN2C(=O)c3ccccc3C2=O)C(=O)C1	-0.4	-3.3	0.3	-4.4	-3.8	-1.1	-1.9	4.8	5.7
COc1ccc(/C=C2\N=C(SC)NC2=O)cc1	-1.6	-11.2	-1.3	2.8	-9.8	2.4	3.8	2.7	-10.2
COc1ccc(N2CCN(C(=O)CC3NC4CCCCC4NC3=O)CC2)cc1 (centres undefined)	-1.3	-17.3	0.0	-0.5[fluorescence artefact?]	9.4	5.3	1.9	5.4	16.2
Cc1ccc(NC(=O)/C(=C/c2ccco2)c2ccccc2)c(C)c1	-0.1	18.5	-2.4	-4.8	-30.9	-1.2	-0.1	7.2	-12.4
COc1ccc(NC(=O)c2ccc(Cl)nc2)cc1S(=O)(=O)N1CCCCC1	0.7	7.6	-0.5	-3.4	-12.9	0.1	2.6	4.8	-6.1
CCc1ccc(CNC(=O)Cn2nc(-c3ccc(C)cc3)ccc2=O)cc1	0.3	-5.9	-1.5	0.3	11.6	2.0	6.1	9.7	-37.7
Cc1ccccc1-n1cnc2cc(NCc3cccs3)ccc21	-0.5	-4.1	0.0	-1.4	-30.7	-0.5	-1.2	6.3	2.1
Cc1ccc(-c2csc(/C(C#N)=C/Nc3ccccc3SC(F)(F)F)n2)c(C)c1	0.3	-12.8	2.2	4.3	.	1.9	-4.7	1.2	3.2
COc1ccc(-n2c(SCC(N)=O)nnc2-c2cccnc2)cc1	0.7	-15.4	-0.2	0.5[fluorescence artefact?]	.	2.2	0.6	5.6	-11.6
Cn1c(=O)oc2cc(S(=O)(=O)NCCC(=O)N3CCc4ccccc4C3)ccc21	-0.2	-3.0	0.6	-6.9	-9.5	-2.9	-2.0	1.4	3.4
C(=C\c1nc(N2CCCC2)c2ccccc2n1)/c1ccccc1	-0.5	-10.3	0.1	2.3	-9.0	3.9	3.5	5.2	-4.8
CC1=NN(C(N)=S)C(=O)C1N=Nc1c(C)cc(C)cc1C (centres undefined)	1.1	9.6	-3.2	3.6	-10.4	0.2	-4.2	-2.1	7.0
COc1ccc(C/C(C)=N\NC(=O)c2c[nH]c3ccccc23)cc1OC	0.3	-2.8	0.1	-2.0	-7.8	-1.5	-1.1	3.0	-4.3
Cc1cc(C)c(-c2cc(NC(=O)COC(=O)c3ccc(CO)cc3)n(-c3ccccc3)n2)cc1C	-0.1	-20.6	3.3	-2.9	-0.6	2.4	-0.4	0.8	4.0
COc1ccc(C2C(C#N)=C(N)Oc3c2sc2nc(C)cc(C)c32)cc1 (centres undefined)	-0.7	17.2	-2.7	-8.8[fluorescence artefact?]	-34.5	10.4*	-4.5	0.2	0.6
CCCN(CCC)C(C)C(=O)NCC1(c2ccccc2)CCCC1 (centres undefined)	-0.6	-1.3	0.5	2.4	-1.7	-3.5	2.6	3.4	-3.2
COc1ccc(N2CC(C(=O)Nc3nccs3)CC2=O)cc1 (centres undefined)	0.4	-6.7	-1.5	3.8	-13.6	-0.2	-0.5	2.4	-2.5
COC(=O)/C=c1/sc2nc3ccccc3n2c1=O	0.2	10.7	1.2	1.0	-2.2	3.5	3.2	4.4	-23.1
CCOCCN(C(=O)COC)c1cccc(OC)c1	0.7	-21.5	26.4*	3.0	-9.9	-2.2	2.2	1.1	2.0
CC1CCN(C(=O)C2CCN(CC(C)c3ccccc3)CC2)CC1 (centres undefined)	0.2	-2.2	1.7	-3.8	-5.1	1.5	-1.8	3.1	6.4
O=c1c2cc(Cl)ccc2nc(-c2ccc([N+](=O)[O-])cc2)n1O	1.7	6.1	0.0	0.3	-4.5	0.6	-3.3	2.6	2.7
COc1ccc(/C=C(/C(=O)c2cccs2)N2C=CC=CC2=C(C#N)C#N)cc1	0.2	-18.5	2.8	-1.3	-12.4	-3.5	-3.2	-1.2	4.7
O=C1CC(N2CCCc3ccccc32)C(=O)N1c1ccccc1 (centres undefined)	-0.9	-21.3	0.6	-1.9	-10.6	-3.4	-1.4	3.7	4.0
COc1cc(/C=C/C(=O)N2C(=O)c3cccc(N)c3C2=O)cc(OC)c1OC	0.7	-8.1	-3.5	1.0	7.0	-3.4	-5.2	2.0	5.8
Following part.
SMILES	PERK inh	S1P4 antagonist	S1P4 agonist	eIF4E-4G inh	Mdm2 ligase inh	Wee1 stabilizer	Ba/F3 V617F tox	BaF3 parental	NPY-Y2 PAM-ag
O=C(Nc1ccc(Cl)c(S(=O)(=O)N2CCOCC2)c1)c1ccc(OCC2CCCO2)cc1 (centres undefined)	-0.9	2.0	-1.4	-0.8	-49.7	2.4	0.7	6.2	23.2
CCCCCCCOC1(c2ccccc2)OC(=O)c2ccccc21 (centres undefined)	0.9	-1.7	0.1	3.6	-7.0	-0.9	-3.5	-0.8	-3.0
Cc1cc(C)cc(NC(=O)Nc2ccc3ccccc3n2)c1	1.8	-3.0	-0.4	1.8	-6.7	0.7	-0.8	0.8	-14.0
O=C(c1cc([N+](=O)[O-])ccc1N1CCCC1)N1CCCC1	1.0	1.3	-0.1	0.6	1.0	1.5	1.5	-0.8	1.1
Cc1cc(OCC(=O)Nc2ccc(F)c(F)c2)nc(C(C)C)n1	0.2	-2.5	-0.6	-16.4[fluorescence artefact?]	1.6	1.8	-3.4	0.4	-1.3
N=c1oc2ccc3ccccc3c2cc1C(N)=S	0.8	-24.6	2.0	12.3	4.3	0.7	-2.9	-1.9	-7.1

Assay outcomes (PubChem BioAssay)
